# Source: PubChem
# FAS TE block – inhibitors of human fatty acid synthase thioesterase domain; inhibition, % at 15 µM; AID 602261; recombinant FAS-TE, OMFH fluorogenic substrate, fluorescence endpoint; P49327; 360,000 compounds, 0.67% hits;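 active = compounds whose normalised, plate-corrected inhibition of enzyme fluorescence in the single-dose primary screen is 50% or more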;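 note: 0% = DMSO with enzyme and 100% = substrate without enzyme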
# Rin1-Abl PPI inh – blocks binding of human Rin1 to Abl. inhibition, % at 7.35 µM. AID 588664. P00519+Q13671. TR-FRET Rin1/Abl binding, biochemical. 360,000 compounds, 0.4% hits; in the data active = inhibition above about 5%, passing the limit was not always enough
# MsrA inh – bovine MsrA inhibition; purified bovine MsrA, absorbance read-out; inhibition, % at 15.5 µM; 360,000 compounds, 0.75% hits; in the data active = inhibition above about 4.5%;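 note: 0% = vehicle wells with enzyme and 100% = reference inhibitor wells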
# eLon inh – inhibitors of E. coli Lon protease; P0A9M0; purified E. coli Lon protease, fluorescence polarization; inhibition, % at 7.94 µM; 360,000 compounds, 0.42% hits; in the data active = inhibition above about 13%, passing the limit was not always enough;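 note: 0% = enzyme with probe and DMSO and 100% = no enzyme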
# Rpn11 block – Rpn11 (human) deubiquitinase inhibition; human 26S proteasome, Ub4-pepOG fluorescence polarization; 20S core pre-blocked with epoxomicin; calls only at 20 µM; 360,000 compounds, 0.59% hits; AID 588493;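 active = inhibition at 20 µM, scaled to each plate's controls, above about 33%, limit read from the data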
# MT1-MMP act inh – MT1-MMP (human) activation inhibition; P50281; HT1080 RFP-PRO-GFP cells, GFP/RFP ratio fluorescence, overnight; percent of plate control window, DMSO zero; GFP/RFP ratio change, % at 20 µM; 360,000 compounds, 0.061% hits; AID 651647;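 active = GFP/RFP ratio change of at least 30% with cell ATP level not reduced by more than half and red fluorescence within 50% of control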; note: strong numbers were not always called active
#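 Material – HT1080 RFP-PRO-GFP cells · Control set – DMSO wells and RFP-L50D-GFP cells · Incubation – overnight cell settling, then overnight compound exposure, 37 °C, 5% CO2 · Compound dosing – single-point 20 µM compound, 1% DMSO · Read-out – GFP/RFP fluorescence ratio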
# MLLE-PAM2 inh – blocks PAM2 peptide binding to the PABP1 MLLE domain; P11940; GST-MLLE / FITC-PAM2 fluorescence polarization; inhibition, % at 20 µM; 360,000 compounds, 0.36% hits; AID 588489; in the data active = inhibition above about 35%, passing the limit was not always enough;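 note: plate controls were DMSO wells with GST-MLLE for no effect and wells lacking GST-MLLE protein for full effect; some results filed as inactive read as strong as hits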
# Target sequence (P11940 whole entry, looked up, the tested form may be a part): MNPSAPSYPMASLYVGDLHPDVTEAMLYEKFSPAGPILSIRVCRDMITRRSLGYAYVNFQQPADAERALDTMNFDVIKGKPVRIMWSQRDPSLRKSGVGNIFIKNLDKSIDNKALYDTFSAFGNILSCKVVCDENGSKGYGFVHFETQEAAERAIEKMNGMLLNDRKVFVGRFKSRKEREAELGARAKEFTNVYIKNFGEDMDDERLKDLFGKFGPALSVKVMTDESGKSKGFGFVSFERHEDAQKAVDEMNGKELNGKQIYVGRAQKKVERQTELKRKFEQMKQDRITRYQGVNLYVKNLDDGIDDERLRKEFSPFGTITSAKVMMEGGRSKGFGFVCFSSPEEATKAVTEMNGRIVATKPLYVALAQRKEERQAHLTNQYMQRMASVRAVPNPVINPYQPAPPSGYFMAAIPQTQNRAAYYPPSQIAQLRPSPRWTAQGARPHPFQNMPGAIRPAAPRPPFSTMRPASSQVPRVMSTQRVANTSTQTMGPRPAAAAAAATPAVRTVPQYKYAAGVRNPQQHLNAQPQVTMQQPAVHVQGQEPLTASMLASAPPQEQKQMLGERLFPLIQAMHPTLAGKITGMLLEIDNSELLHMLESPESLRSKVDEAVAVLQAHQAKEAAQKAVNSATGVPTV
# CSN inh – inhibitors of human CSN-mediated cullin deneddylation | Q92905 | Purified CSN, SCF-Nedd8-OG deneddylation, fluorescence polarization | inhibition, % at 12.5 µM | 360,000 compounds, 0.38% hits | AID 651999;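 active = pattern-corrected inhibition above about 35%, with an unprinted fluorescence ratio check between 0.5 and 1.5, limit read from the data, passing the limit was not always enough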;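 note: 0% = enzyme with substrate and 100% = substrate without enzyme; some results filed as inactive read as strong as hits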
# Target sequence (Q92905 whole entry, looked up, one chain of several): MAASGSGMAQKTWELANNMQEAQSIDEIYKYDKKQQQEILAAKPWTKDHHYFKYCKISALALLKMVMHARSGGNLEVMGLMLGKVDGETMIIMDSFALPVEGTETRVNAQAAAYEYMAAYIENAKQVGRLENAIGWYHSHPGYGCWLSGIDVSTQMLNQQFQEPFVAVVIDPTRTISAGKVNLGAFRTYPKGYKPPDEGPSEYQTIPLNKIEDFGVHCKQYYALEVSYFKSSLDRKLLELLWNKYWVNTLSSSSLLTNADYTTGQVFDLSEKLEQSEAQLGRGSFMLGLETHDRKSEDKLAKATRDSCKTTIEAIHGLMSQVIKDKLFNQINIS
#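 Schedule: reaction 90 min, room temperature / Assay system: HEK293T-derived human Csn5 enzyme / Input: Csn5 at 0.24 nM final / Measure: inhibition of Csn5 cleavage, % / Control set: substrate-only high control, full reaction low control / Technique: fluorescence polarization of the substrate / Buffer or medium: Tris/NaCl/DTT buffer, pH 7.5 / Reagent: SCFSkp2-Nedd8OG substrate at 10 nM final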
# MsrA act – bovine methionine sulfoxide reductase A activation; purified bovine MsrA, absorbance read-out; activation, % at 10.6 µM; 360,000 compounds, 0.3% hits; AID 602163; in the data active = activation above about 7.5%;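 note: 0% = vehicle and 100% = reference activator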
# Numbers without * were called inactive; i = inactive.
SMILES,FAS TE block,Rin1-Abl PPI inh,MsrA inh,eLon inh,Rpn11 block,MT1-MMP act inh,MLLE-PAM2 inh,CSN inh,MsrA act
CCc1nn(-c2ccccc2)c(N)c1C#N,-7.7,-0.3,1.4,-1.1,i,-3.4,12.2,4.3,-3.3
Cn1c(SCC(=O)N2CCCc3ccccc32)nnc1-c1ccccc1,-9.1,2.7,0.1,-5.0,i,1.3,7.5,1.5,-1.2
O=C(Cc1ccc(Cl)c(Cl)c1)Nc1ccc2[nH]c(=O)[nH]c2c1,3.4,-0.4,0.1,1.7,i,1.5,-0.3,1.3,0.2
Cc1ccc(CNC(=O)c2ccc(COc3ccccc3)cc2)cc1,0.5,-2.9,1.9,1.7,i,0.3,8.6,-9.4,-3.2
COCCCNC(=S)Nc1ccc(CC(=O)O)cc1,-7.3,-1.7,1.6,9.1,i,3.0,4.9,-6.3,-7.3
CNS(=O)(=O)c1cc(N)ccc1C,-4.6,0.1,1.8,3.3,i,3.3,-9.6,-3.0,-4.0
O=C(NCCC1=CCCCC1)C(=O)NCc1ccccc1,-9.7,-1.6,0.2,-7.7,i,3.0,4.1,-9.0,-3.9
COc1ccccc1C(=O)Nc1c[nH]c(=O)[nH]c1=O,-1.9,0.4,0.0,-8.2,i,2.7,-1.4,1.4,-3.1
O=C(Nc1ccc2c(c1)OCO2)c1ccc(S(=O)(=O)NCC2CCCO2)cc1 (stereo not given),-4.3,4.3,-0.2,-3.1,i,2.2,5.9,2.0,-4.7
COc1cc2c(c(O)c1OC)-c1c(cc(OC)c(OC)c1OC)C[C@@H](C)[C@@H](C)C2,0.2,-0.5,0.4,-11.1,i,0.7,-39.0,6.8,-1.2
Cc1cccc2cc(CN(Cc3ccco3)C(c3nnnn3CCc3ccccc3)C(C)C)c(=O)[nH]c12 (stereo not given),15.8,0.1,0.5,-10.5,i,-18.4,-17.8,1.6,-2.5
COc1ccc(-n2cnnc2SCC(=O)NC2CCCc3ccccc32)cc1 (stereo not given),-3.2,-4.9,0.9,5.4,i,3.0,-15.7,7.4,-12.3
O=[N+]([O-])c1cccc(S(=O)(=O)N2CCN(S(=O)(=O)N3CCOCC3)CC2)c1,-3.7,0.3,-0.5,6.2,i,-1.6,0.9,1.7,-4.5
CCC(C)NC(=O)CO/N=C/c1ccc(C(=O)OC)cc1 (stereo not given),-2.8,3.4,-1.2,-1.7,i,6.5,6.6,-4.2,-1.7
Cc1ccc(CNC(=O)C2CCCN(c3ncnc4c3nc3n4CCCCC3)C2)cc1 (stereo not given),4.4,2.2,0.6,-2.4,i,-3.8,-0.8,-3.1,-1.9
O=C(CCC1CCCC1)NCc1ccccn1,-10.0,4.5,-1.3,-7.0,i,-5.2,1.6,5.2,-3.0
Cc1cc(C(=O)NC2CCCN(Cc3ccccc3F)C2)n[nH]1 (stereo not given),-5.6,4.1,0.0,4.8,i,-2.0,-5.5,1.5,-2.9
CCOC(=O)N1CCN(C(=O)Cc2c(C(=O)O)n(C)c3ccccc23)CC1,-2.7,0.6,2.2,-4.9,i,1.0,-3.0,-5.0,-1.1
C=CCn1c(-c2ccc(OC)cc2)nc2nc3ccccc3nc21,-4.8,-6.3,2.0,-6.5,i,2.9,-7.4,-0.9,-4.2
O=C1CCC/C(=N/Nc2ccc(Cl)cc2)C1,-7.5,3.0,0.1,-3.2,i,3.3,16.9,5.3,-6.3

# In the list so far, these contain an NH in an aromatic ring.
SMILES,FAS TE block,Rin1-Abl PPI inh,MsrA inh,eLon inh,Rpn11 block,MT1-MMP act inh,MLLE-PAM2 inh,CSN inh,MsrA act
O=C(Cc1ccc(Cl)c(Cl)c1)Nc1ccc2[nH]c(=O)[nH]c2c1,3.4,-0.4,0.1,1.7,i,1.5,-0.3,1.3,0.2
COc1ccccc1C(=O)Nc1c[nH]c(=O)[nH]c1=O,-1.9,0.4,0.0,-8.2,i,2.7,-1.4,1.4,-3.1
Cc1cccc2cc(CN(Cc3ccco3)C(c3nnnn3CCc3ccccc3)C(C)C)c(=O)[nH]c12 (stereo not given),15.8,0.1,0.5,-10.5,i,-18.4,-17.8,1.6,-2.5
Cc1cc(C(=O)NC2CCCN(Cc3ccccc3F)C2)n[nH]1 (stereo not given),-5.6,4.1,0.0,4.8,i,-2.0,-5.5,1.5,-2.9

# Remaining list, next part
SMILES,FAS TE block,Rin1-Abl PPI inh,MsrA inh,eLon inh,Rpn11 block,MT1-MMP act inh,MLLE-PAM2 inh,CSN inh,MsrA act
COc1cc(N=Nc2ccc(C)cc2S(N)(=O)=O)c(C)cc1N,3.3,-2.8,0.9,-13.9,i,28.9,-5.7,-1.8,-8.5
CC(CCc1ccc(O)cc1)N1CCC(Oc2ccc(C(=O)N3CCCC3)cc2)CC1 (stereo not given),-4.5,4.9,-0.5,-10.0,i,-0.4,11.8,0.5,-4.4
COc1ccc(S(=O)(=O)N2CCCCC2)cc1C(C)C,10.4,-1.1,0.3,-4.5,i,1.1,-3.2,-1.8,0.0
CN(C)CCN1CC(O)=C(c2nc3ccccc3s2)C1=N,-3.9,-1.2,4.4,-7.1,i,-4.9,-28.0,-2.6,-3.1
COc1cccc(CNC(=O)c2cc(COc3c(F)cccc3F)on2)c1,15.1,0.6,-0.1,-12.8,i,3.1,-2.9,-2.0,-11.3
COc1ccc(N(CC(=O)N/N=C(\C)c2ccc(OC)c(OC)c2)S(=O)(=O)c2ccccc2)cc1,-6.6,2.2,0.0,-0.8,i,-2.2,-12.7,1.9,2.4
CCOC(=O)c1cc(-c2ccc(OC(F)F)cc2)nc2c1c(=O)[nH]c(=O)n2C,-3.6,0.6,1.7,2.0,i,1.3,-2.8,-3.5,-2.6
COc1ccc(N2CCN(C(=O)c3cc([N+](=O)[O-])ccc3N3CCN(CCO)CC3)CC2)cc1,38.7,-2.4,0.8,-3.9,i,-1.5,-19.3,-1.1,-4.0
O=c1cc(O)c2c(=O)n(Cc3ccccc3)c3ccccc3c2o1,0.6,-3.2,0.6,-1.0,i,-10.2,-9.5,2.9,-4.2
COCCCn1cnnc1SCC(=O)Nc1ccc(S(=O)(=O)N2CCCC2)cc1,-1.9,1.0,-0.7,-2.2,i,1.6,-13.2,-1.9,-5.0
O=C(CNC(=O)c1ccc(F)cc1)N/N=C/c1cccnc1,-6.2,-1.3,-0.4,-0.5,i,0.6,-3.8,-3.0,-2.6
CCN(CC)c1ccc(/C=N/OC(C)C(=O)Nc2ccc(C)cc2)cc1 (stereo not given),21.6,-2.5,2.9,6.3,i,-1.0,-3.3,1.6,-10.3
Cc1ccc(F)cc1CNC(=O)C1CCC(=O)N(C2CC2)C1 (stereo not given),-5.9,7.4,-0.6,10.9,i,5.9,5.7,-1.4,-10.1
CC(=O)Nc1ccc(S(=O)(=O)N(C)CC(=O)NNC(=O)Cc2nc3ccccc3n2C)cc1,-5.6,2.0,-0.6,6.7,i,3.3,-0.7,-3.4,-1.4
CCOC(=O)C1CCN(C(=O)/C=C/c2ccc(OC)cc2)CC1,0.2,-5.1,1.9,-1.9,i,-1.3,-15.3,1.5,0.9
CCCCn1c(/N=C/c2ccccc2NS(=O)(=O)c2ccc(C)cc2)nc2ccccc21,-2.5,1.2,-0.2,5.2,i,0.9,-10.9,9.1,-8.3
COC(=O)c1cn(NC(=O)Cc2c(F)cccc2Cl)c(=O)c2ccccc12,0.7,-3.6,-1.0,3.8,i,-0.2,1.4,4.0,-1.9
O=Cc1c(N2CCN(CCO)CC2)nc2ccccn2c1=O,-6.9,-2.7,2.1,40.6*,i,-4.5,47.1*,-11.4,-6.4
c1cn(-c2ncnc3sc4c(c23)CCCC4)cn1,-2.8,-0.4,0.7,-11.7,i,-8.7,4.6,1.0,-2.7
CCc1ccc([C@@H]2CC=C(C(=O)O)[C@H](c3ccc(Cl)cc3)N2S(=O)(=O)c2ccc(C)cc2)cc1,16.8,2.3,0.5,-1.0,i,-2.3,-2.8,1.7,-0.2
CCOc1cc(-c2nc3ccccc3s2)ccc1O,6.4,-1.4,0.8,-0.5,i,-3.9,3.5,1.1,-10.6
COc1ccc2c(c1)C(c1ccc(Cl)cc1)NC(=O)C2 (stereo not given),-6.7,2.5,-0.8,-6.6,i,-2.0,-10.2,6.3,-4.1
CCc1ccc(/C=C2/SC(N3CCOCC3)=NC2=O)cc1,-3.7,-1.2,4.0,-4.0,i,3.2,15.1,1.8,-4.2
COc1c2c(cc(O)c1C(C)=O)OC(C)(C)C=C2,4.0,0.0,-0.7,6.2,i,0.7,0.2,-1.7,-10.8
N#CC1=C(N)Oc2cc(N)ccc2C1C1CC=CCC1 (stereo not given),1.2,4.2,-0.2,-4.7,i,0.8,-17.4,7.2,-0.9
Cc1cc(=O)n2c(n1)SCOC2,-3.1,0.5,-0.2,4.9,i,2.0,9.9,-2.1,0.7
Cc1cc(OCC(=O)Nc2ccc3c(c2)OCCO3)ccc1Cl,22.0,4.0,2.4,1.6,i,-2.4,-2.8,-2.1,-5.5
COC(=O)C1=C(N)N(c2ccccc2C(F)(F)F)C2=C(C(=O)CCC2)C1c1ccc2c(c1)OCO2 (stereo not given),21.2,0.0,0.6,2.5,i,0.9,-8.9,-0.3,0.4
CCOC(=O)c1[nH]c2cc3c(cc2c1NC(=O)CN1CCCC1)OCO3,-4.4,-1.4,0.9,7.5,i,3.2,-13.7,-0.8,-4.1
CCOC(=O)c1c(C)c(C)n(Cc2ccc(OC)c(OC)c2)c1C,7.3,0.7,-0.6,-5.6,i,-6.5,9.6,-9.4,-1.1
Cc1ccc(CNC(=O)C2CCN(S(=O)(=O)c3ccc(Br)s3)CC2)cc1,16.2,1.7,-0.1,4.3,i,-4.7,3.7,-4.2,-3.8
Cc1cccc(C)c1NC(=O)Nc1nc(CN(C)C)cs1,-7.9,-1.0,0.1,-4.9,i,1.0,-2.3,-3.6,2.2
CC(C)(C)NC(=O)COC(=O)/C=C/c1ccc(F)cc1,-7.8,-1.1,-0.2,-4.1,i,1.5,-8.8,-7.1,0.7
CN(CC(=O)Nc1ccccc1C(F)(F)F)C(=O)Cn1c(=O)oc2ccccc21,-6.4,-0.7,1.3,-9.4,i,2.7,-7.7,-2.2,-6.9
CCc1ccc(C2=NN(CCC(=O)NCc3cccs3)C(=O)CC2)cc1,-2.2,0.1,-0.6,-10.9,i,-3.4,-3.6,-1.2,-2.9
CC1(C)Cc2nc3oc4c(=O)n(CC(=O)Nc5ccccc5)cnc4c3cc2CO1,-8.6,-3.3,-1.3,-4.3,i,1.5,-10.7,-2.6,-2.6
CCOc1ccccc1/C=N/NC(=O)c1nnn(-c2nonc2N)c1CN1CCCCCC1,2.7,0.0,-0.4,3.3,i,-2.4,-5.8,-4.7,-0.7
CCC(CC)c1nnc(NC(=O)COc2ccc3c(C)cc(=O)oc3c2)s1,-1.5,0.7,-1.4,-3.2,i,18.8,-7.0,1.6,-12.8
CN1CCN(c2ccccc2NC(=O)c2ccc(N3CCCCC3)c([N+](=O)[O-])c2)CC1,6.7,-8.2,-0.4,0.8,i,1.1,8.4,1.2,-3.0
CC(C)(C)[C@@H]1COC(=O)[C@H](Cc2ccc(F)cc2)CC/C=C\C[C@@H](CC(=O)NCCO)C(=O)N1,-8.4,-3.5,2.0,3.9,i,3.8,-3.0,-1.8,-7.9
COc1ccccc1Nc1ccc([N+](=O)[O-])cc1N,8.1,-3.6,-0.7,-7.7,i,-4.5,-23.6,4.2,-4.9
Cc1ccc(S(=O)(=O)NCCC(=O)OCC(=O)Nc2cccc(Cl)c2)cc1,17.5,-1.2,-0.1,2.7,i,1.2,1.8,-1.6,0.2
